CRFBP-R2 agonist: agonists of CRF-BP/CRF-R2 complex, primary screen, cell-based, HEK293, calcium dye fluorescence, uHTS. calcium dye fluorescence (FLIPR); percent of saturating CRF peptide response. activation, % at 13.2 µM. 350,000 compounds, 0.46% hits;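 active means activation of at least 50%, plus an integration ratio under a set limit after plate pattern correction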;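 further: plate controls were neutral control wells without compound for no effect and CRF at EC100 for full effect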
CHRM1 PAM: human M1 muscarinic receptor positive allosteric modulators, primary screen, CHO-K1 cells, Fluo-8 calcium fluorescence, 1536-well; CHO-K1 hM1, ACh EC20; 0% = ACh EC20, 100% = maximal ACh; activation, % at 3 µM; 360,000 compounds, 0.088% hits; AID 588819, 2011; in the data active means activation above about 19%, passing the limit was not always enough
CHRM1 antagonist: human M1 muscarinic receptor antagonists, primary screen, CHO-K1 cells, Fluo-8 calcium fluorescence, 1536-well; Muscarinic acetylcholine receptor M1 (Homo sapiens), P11229; CHO-K1 hM1, ACh EC80 antagonist; inhibition, % at 3 µM; 360,000 compounds, 1.3% hits;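 active means percent inhibition above its own plate's cutoff, namely the mean of that plate's compound wells plus 3 SD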;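 further: peak over basal fluorescence ratio during 140 s after agonist addition; 0% = ACh EC80 plus DMSO and 100% = DMSO alone without agonist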
M4 PAM: human M4 muscarinic receptor positive allosteric modulators, primary screen, CHO-K1 cells, Fluo-8 calcium fluorescence; Muscarinic acetylcholine receptor M4 (Homo sapiens), P08173; CHO-K1 hM4/Gqi5, ACh EC20; 0% = ACh EC20, 100% = maximal ACh; activation, % at 3 µM; 360,000 compounds, 0.4% hits; AID 624126, 2012;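 active means activation above its plate's cutoff, the mean activation of sample wells plus 3 SD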; further: some results filed as inactive read as strong as hits
Target sequence (P08173 whole entry, looked up): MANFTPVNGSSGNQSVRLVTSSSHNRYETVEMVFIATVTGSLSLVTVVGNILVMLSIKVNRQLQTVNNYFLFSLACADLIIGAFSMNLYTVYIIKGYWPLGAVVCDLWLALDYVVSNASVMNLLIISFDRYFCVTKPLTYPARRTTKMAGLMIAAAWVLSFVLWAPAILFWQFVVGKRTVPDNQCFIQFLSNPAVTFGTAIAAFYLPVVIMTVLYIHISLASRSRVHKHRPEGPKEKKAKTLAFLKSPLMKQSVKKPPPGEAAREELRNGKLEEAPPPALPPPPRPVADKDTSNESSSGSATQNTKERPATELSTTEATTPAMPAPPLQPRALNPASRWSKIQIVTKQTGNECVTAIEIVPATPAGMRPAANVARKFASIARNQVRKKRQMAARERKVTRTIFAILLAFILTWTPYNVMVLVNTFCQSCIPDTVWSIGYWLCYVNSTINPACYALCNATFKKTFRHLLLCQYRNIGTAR
M5 PAM: human M5 muscarinic receptor positive allosteric modulators, primary screen, CHO-K1 cells, Fluo-8 calcium fluorescence; CHO-K1 hM5, ACh EC20 PAM; 0% = ACh EC20, 100% = ACh EC100; activation, % at 3 µM; 360,000 compounds, 0.3% hits; AID 624038, 2012;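 active means activation above the run cutoff, the mean activation of all test compounds plus 3 SD, cut at about 18% in these data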
Target sequence (P08912 whole entry, looked up): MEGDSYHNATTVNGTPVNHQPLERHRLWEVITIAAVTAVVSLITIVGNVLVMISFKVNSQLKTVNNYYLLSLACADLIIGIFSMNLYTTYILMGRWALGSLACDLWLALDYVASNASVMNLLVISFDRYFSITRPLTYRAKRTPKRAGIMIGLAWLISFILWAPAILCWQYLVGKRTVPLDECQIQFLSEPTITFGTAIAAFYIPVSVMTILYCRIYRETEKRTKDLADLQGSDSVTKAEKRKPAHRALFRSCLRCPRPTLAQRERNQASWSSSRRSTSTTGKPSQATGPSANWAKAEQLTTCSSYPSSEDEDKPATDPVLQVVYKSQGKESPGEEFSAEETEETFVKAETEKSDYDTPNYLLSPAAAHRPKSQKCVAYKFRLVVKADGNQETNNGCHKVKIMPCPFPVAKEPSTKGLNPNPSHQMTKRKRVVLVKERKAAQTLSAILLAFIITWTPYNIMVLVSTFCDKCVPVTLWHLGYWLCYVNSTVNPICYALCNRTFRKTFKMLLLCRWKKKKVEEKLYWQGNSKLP
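system = human M5 receptor in CHO-K1 cells | reagent = EC20 acetylcholine as agonist stimulus | compound dosing = single-point, 3 µM nominal | incubation = Fluo-8 loading 80 min at 37 °C plus 30 min room temperature | detection = Fluo-8 calcium dye fluorescence, kinetic read | benchmarks = low control EC20 acetylcholine (0%), high control EC100 acetylcholine (100%)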
CHRM5 antagonist: human M5 muscarinic receptor antagonists, primary screen, CHO cells, Fluo-8 calcium fluorescence | Muscarinic acetylcholine receptor M5 (Homo sapiens), P08912 | CHO-hM5 cells, ACh EC80 | inhibition, % at 3 µM | 360,000 compounds, 0.59% hits;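 active means inhibition above a per-plate cutoff, the mean of that plate's test compounds plus 3 SD, cut at about 27% in these data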;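 further: 0% = acetylcholine EC80 with DMSO and 100% = DMSO without agonist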
M4 ag: human M4 muscarinic receptor agonists, primary screen, CHO-K1 cells, Fluo-8 calcium fluorescence; Muscarinic acetylcholine receptor M4 (Homo sapiens), P08173; CHO-K1 hM4/Gqi5; vehicle 0%, full acetylcholine response 100%; activation, % at 3 µM; 360,000 compounds, 0.14% hits; AID 624127, 2012;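 active means activation above the run mean over all test wells plus 3 SD, cut at about 32% in these data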;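 further: peak over basal fluorescence ratio per well then scaled between controls; 0% = DMSO wells and 100% = acetylcholine at EC100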
CHRM4 antagonist: human M4 muscarinic receptor antagonists, primary screen, CHO cells, Fluo-8 calcium fluorescence | 360,000 compounds, 0.73% hits | CHO-hM4 cells, ACh EC80 | AID 624125, 2012 | Muscarinic acetylcholine receptor M4 (Homo sapiens), P08173 | inhibition, % at 3 µM;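 active means inhibition above its plate's cutoff, the mean inhibition of sample wells plus 3 SD, cut at about 27% in these data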;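 further: 0% = acetylcholine EC80 with DMSO and 100% = DMSO without agonist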
CHRM5 agonist: human M5 muscarinic receptor agonists, primary screen, CHO-K1 cells, Fluo-8 calcium fluorescence | Muscarinic acetylcholine receptor M5 (Homo sapiens), P08912 | CHO-K1 hM5 cells; 0% DMSO wells, 100% maximal acetylcholine response | activation, % at 3 µM | 360,000 compounds, 0.19% hits | AID 624037, 2012;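 active means activation above the run's mean over test compounds plus 3 SD, cut at about 23% in these data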;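 further: signal is peak over basal fluorescence ratio across the kinetic read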
* = called active by the depositor; x = no result given.

The opening 10 compounds (preview)
SMILES | CRFBP-R2 agonist | CHRM1 PAM | CHRM1 antagonist | M4 PAM | M5 PAM | CHRM5 antagonist | M4 ag | CHRM4 antagonist | CHRM5 agonist
Cc1ccc(S(=O)(=O)NCc2ccccc2)cc1C(=O)N1CCN(S(=O)(=O)c2ccccc2)CC1 | 0.6 | 0 | 1 | -1 | -6 | -1 | 9 | 0 | -2
CCC(Sc1nc(C)cc(C)n1)C(=O)O (centres undefined) | 2.8 | 7 | -11 | 8 | 0 | -3 | 2 | -18 | 1
Cc1ccc(N2C(=O)C3C(C2=O)C(C(=O)c2ccc(Cl)cc2)N2CCCC32)cc1 (centres undefined) | 2.5 | 1 | -14 | 7 | 4 | -3 | 1 | 0 | -1
CC(C)(C)NC(=O)CC(CC(=O)O)c1ccccc1 (centres undefined) | -0.4 | 17 | -6 | 0 | -5 | -2 | 1 | -4 | 1
O=C(COC(=O)Cc1ccc(S(=O)(=O)N2CCOCC2)s1)Nc1ccc(OC(F)F)cc1 | 0.5 | 2 | -6 | -5 | -8 | 11 | 12 | -8 | 2
O=C1CC(c2ccccc2)CC(O)=C1C=NC1CCCC1 (centres undefined) | -0.2 | 3 | -10 | -2 | -1 | 0 | 1 | 3 | -2
COc1cc(C(=O)NCc2cccc3ccccc23)cc(Cl)c1OC | -0.1 | 7 | -2 | 14 | 2 | -2 | -1 | 0 | -3
CC(=N)C1=C(O)CC(C)(C)CC1=O | -1.1 | 2 | -35 | -8 | -3 | 9 | 0 | 9 | -1
Cc1cc(C(F)(F)F)n2ncc(-c3ccc(F)cc3)c2n1 | 0.9 | 6 | -18 | 6 | 0 | 9 | 0 | -6 | -3
N=C1C(c2ccccc2)=C(O)CN1c1cccc(S(=O)(=O)N2CCOCC2)c1 | -1.9 | 2 | 3 | 5 | 1 | 8 | 1 | 3 | 1

Results, previewed entries included:
SMILES | CRFBP-R2 agonist | CHRM1 PAM | CHRM1 antagonist | M4 PAM | M5 PAM | CHRM5 antagonist | M4 ag | CHRM4 antagonist | CHRM5 agonist
Cc1ccc(S(=O)(=O)NCc2ccccc2)cc1C(=O)N1CCN(S(=O)(=O)c2ccccc2)CC1 | 0.6 | 0 | 1 | -1 | -6 | -1 | 9 | 0 | -2
CCC(Sc1nc(C)cc(C)n1)C(=O)O (centres undefined) | 2.8 | 7 | -11 | 8 | 0 | -3 | 2 | -18 | 1
Cc1ccc(N2C(=O)C3C(C2=O)C(C(=O)c2ccc(Cl)cc2)N2CCCC32)cc1 (centres undefined) | 2.5 | 1 | -14 | 7 | 4 | -3 | 1 | 0 | -1
CC(C)(C)NC(=O)CC(CC(=O)O)c1ccccc1 (centres undefined) | -0.4 | 17 | -6 | 0 | -5 | -2 | 1 | -4 | 1
O=C(COC(=O)Cc1ccc(S(=O)(=O)N2CCOCC2)s1)Nc1ccc(OC(F)F)cc1 | 0.5 | 2 | -6 | -5 | -8 | 11 | 12 | -8 | 2
O=C1CC(c2ccccc2)CC(O)=C1C=NC1CCCC1 (centres undefined) | -0.2 | 3 | -10 | -2 | -1 | 0 | 1 | 3 | -2
COc1cc(C(=O)NCc2cccc3ccccc23)cc(Cl)c1OC | -0.1 | 7 | -2 | 14 | 2 | -2 | -1 | 0 | -3
CC(=N)C1=C(O)CC(C)(C)CC1=O | -1.1 | 2 | -35 | -8 | -3 | 9 | 0 | 9 | -1
Cc1cc(C(F)(F)F)n2ncc(-c3ccc(F)cc3)c2n1 | 0.9 | 6 | -18 | 6 | 0 | 9 | 0 | -6 | -3
N=C1C(c2ccccc2)=C(O)CN1c1cccc(S(=O)(=O)N2CCOCC2)c1 | -1.9 | 2 | 3 | 5 | 1 | 8 | 1 | 3 | 1
CCOC(=O)C1=C(C)NC(=S)NC1C (centres undefined) | -0.6 | 1 | 0 | 1 | -8 | 12 | 1 | 1 | -1
COc1ccccc1S(=O)(=O)Nc1cccc(S(=O)(=O)N2CCCC2)c1 | -4.5 | 11 | -10 | 12 | 11 | 13 | 2 | -11 | 2
CCCCN(C(=O)c1ccc(NC(=O)C(C)C)cc1)c1ccccc1 | 0.1 | 7 | -4 | 1 | 1 | -5 | 1 | -4 | -4
CC(=O)Nc1ccc(OC(=O)Cc2ccc(Cl)cc2)cc1 | -4.2 | 3 | -9 | 6 | 6 | -27 | 4 | -11 | -2
C=CCc1ccc(OCCOc2cccc3ccc(C)nc23)c(OC)c1 | -2.2 | -11 | 9 | 0 | -2 | 4 | 15 | -8 | 10
Cc1[nH]c2ccccc2c1C(=O)C(=O)Nc1ccc2c(c1)OCO2 | -0.3 | 10 | -3 | 0 | 1 | 1 | 6 | 1 | 1
Cc1cccc(C)c1NC(=O)CSc1nnc(NC(=O)C2CC2)s1 | 0.1 | 3 | 1 | -5 | -1 | 3 | 1 | 9 | 1
COc1cc(Cl)cc(NC(=O)CCN2CCN(C)CC2)c1 | 0.4 | 12 | -8 | 7 | -1 | 2 | 0 | 14 | -1
Cc1ccc(C(=O)NCCSc2ccccc2)cc1S(=O)(=O)Nc1ccccc1 | 10 | -18 | 31 | -11 | -21 | 5 | 18 | -1 | 2
COC(=O)c1cc(Cl)c(NC(=O)Cc2ccccc2)cc1OC | -3.1 | -8 | 20 | -5 | 4 | -1 | 0 | 2 | -2
COc1ccc(OC)c(N2C(=O)C(Cl)=C(N3CCCCC3)C2=O)c1 | -3.8 | 0 | -6 | 1 | -1 | 3 | -1 | -9 | -5
Cc1ccc(Cc2cncc(O)c2)cc1S(=O)(=O)O | 1.2 | 4 | -25 | 2 | 4 | -1 | 1 | -1 | 0
O=C(O)c1c2c(nc3ccc(S(=O)(=O)N4CCC(C(=O)NCc5ccc(Cl)cc5)CC4)cc13)CCCC2 | 1.0 | 6 | -7 | 4 | 4 | -2 | 1 | -13 | -4
O=C(/C=C/c1ccc([N+](=O)[O-])cc1)OCC(=O)c1ccc[nH]1 | -1.3 | 6 | -14 | 2 | -11 | 5 | 4 | -11 | -10
Cc1cccc(N(CC(=O)NC2CCCCC2)C(=O)CCCC(=O)Nc2ccccn2)c1 | -2.9 | 2 | -2 | 3 | 1 | 2 | 1 | 5 | -3
(cont.)
SMILES | CRFBP-R2 agonist | CHRM1 PAM | CHRM1 antagonist | M4 PAM | M5 PAM | CHRM5 antagonist | M4 ag | CHRM4 antagonist | CHRM5 agonist
CCOC(=O)C1=C(C)NC(C)=C(C(=O)OCC)C1C(=O)OCC(=O)N1CCCCC1C (centres undefined) | 0.1 | 14 | -11 | 12 | 6 | 9 | 1 | -9 | 3
CC[C@@H]1C/C=C\Cc2ccccc2[C@@H](C(=O)C[C@@H](O)CC(C)=O)OC1=O | 1.6 | 9 | -15 | 1 | 1 | -9 | 3 | -12 | 0
CN(CC(=O)NCc1ccc2c(c1)OCO2)S(=O)(=O)c1ccc(Cl)cc1 | 1.2 | 10 | 2 | -2 | 0 | -5 | 3 | 3 | -3
COc1ccc(-n2nc(C(=O)NCC(=O)NCc3ccco3)c3ccccc3c2=O)cc1 | -0.5 | 8 | -3 | -5 | -3 | 6 | 3 | 4 | 2
Cc1nn(C)c(Cl)c1S(=O)(=O)N[C@@H](c1ccccc1)[C@]1(C)C[C@H]1[C@@H](C)C(=O)Nc1ccc2ccccc2c1 | 1.6 | 8 | -11 | 5 | -1 | -2 | 1 | 2 | -2
O=C(C[n+]1ccsc1)c1ccccc1 | -1.4 | 3 | -4 | 1 | -1 | -11 | 0 | -7 | 0
O=C(Nc1ccc(S(=O)(=O)N2CCCCC2)cc1)c1cnccn1 | 8.0 | 2 | 3 | 5 | -3 | -8 | 1 | -13 | -2
COc1ccccc1C(=O)C1CCCN(Cc2cccc3nccnc23)C1 (centres undefined) | -1.2 | -19 | 45* | -18 | -15 | 21 | 19 | -5 | -7
O=C(CSc1nc2ccccc2c(=O)n1Cc1ccco1)c1ccccc1 | 6.0 | -13 | 21 | -11 | 1 | 4 | 0 | 15 | 2
O=C(O)C1CCCCC1C(=O)Nc1ccc(F)c(F)c1 (centres undefined) | -3.2 | 6 | -9 | 18 | 8 | -9 | 1 | -1 | -1
CCn1c(SCC(=O)c2ccc(Cl)cc2)nnc1-c1ccoc1C | -2.6 | -5 | 0 | -4 | 4 | -4 | 1 | 4 | -3
CNC(=O)c1cn2c3c(ccc(Cl)c3c1=O)OC(C)C2 (centres undefined) | 1.3 | 0 | -9 | 0 | -4 | 6 | 1 | 5 | -2
CCc1ccc(C(O)c2ncc(-c3ccccc3F)[nH]2)cc1 (centres undefined) | x | 5 | -10 | 6 | -11 | 25 | 7 | -32 | 0
COc1ccc(C(=O)CSc2nnc(Cn3nnc4ccccc43)n2C)cc1 | 3.6 | 13 | -14 | -1 | -2 | 10 | 2 | -1 | 1
Cc1cccc(NC(=O)CSCC(=O)NCc2ccco2)c1 | -1.2 | 11 | -10 | 0 | -1 | 11 | 1 | 3 | -4
COc1cccc(/C=N/n2c(N)c(S(=O)(=O)c3cccs3)c3nc4ccccc4nc32)c1 | -0.7 | 9 | -3 | 12 | -3 | -2 | 0 | 13 | 1
CCS(=O)(=O)Nc1ccc(Cc2ccc(NS(=O)(=O)CC)cc2)cc1 | -0.8 | -13 | 13 | -13 | -10 | 12 | 7 | -1 | 7
O=C(CCN1C(=O)/C(=C/c2ccc(F)cc2)SC1=S)N[C@@H](CO)Cc1ccccc1 | -0.3 | 4 | 4 | 1 | -4 | 6 | 4 | 0 | -1
CCOc1ccc(C(=O)CCC(=O)N2CCN(c3ncccn3)CC2)cc1 | 1.2 | 10 | -4 | 4 | 7 | -3 | 2 | -4 | -2
O=C(NCCC1=CCCCC1)C1CCN(C(=O)Nc2ccccc2)CC1 | -0.1 | 10 | -9 | 0 | 6 | -5 | 0 | -3 | -2
N#Cc1nc(COc2ccccc2)oc1N1CCCCC1 | -2.0 | 5 | -13 | -4 | -8 | 3 | 0 | 7 | -4
COC(=O)c1cn(CCOc2ccccc2OC)c2ccccc12 | 1.6 | -7 | 16 | -11 | -18 | 16 | 12 | 18 | 2
O=C(COC(=O)c1cc([N+](=O)[O-])ccc1NCCO)c1ccc(Cl)cc1 | 2.7 | 2 | 0 | -2 | 0 | 3 | 2 | -3 | -5
CC(=O)NCc1ccc(C(=O)CCl)s1 | 2.1 | 2 | 3 | -3 | -3 | 10 | 1 | 3 | -2
O=C(COC(=O)CCCOc1ccc(Cl)cc1Cl)NCc1ccccc1 | -0.2 | 3 | -2 | 0 | -1 | 0 | 2 | 1 | -2
Cc1noc(C)c1S(=O)(=O)NCC(=O)O | 2.0 | 8 | -12 | 1 | 0 | 11 | 1 | -5 | 1

Screening results from PubChem.

The order is random (roughly 2.8% active in at least one column).
